# TRPC6 inh: mouse TRPC6 channel inhibitors, primary screen, cell-based, HEK293, membrane potential dye | Short transient receptor potential channel 6 (Mus musculus), Q61143 | ACh-evoked depolarization; hits give low values | B-score at 10 µM | 1.1% of 310,000 active;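 active means B-score under library mean minus 3 SD, initial fluorescence not abnormally high, positive integrated signal ratio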;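 further: B-score derived from integrated fluorescence ratio over the kinetic read; more negative B-score means stronger inhibition of depolarization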
# aSyn UTR inh: MLPCN primary screen, SNCA 5' untranslated region | alpha-synuclein 5'UTR reporter, inhibitor activity | 0.82% of 300,000 active | inhibition, % (tested at 7.5 µM); in the data active means inhibition above about 60%;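 further: H4 neuroglioblastoma cells stably carrying SNCA 5'UTR luciferase fusion; 0% = DMSO wells and 100% = positive control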
# TRPC4 potent: positive allosteric modulators of TRPC4, primary screen, cell-based, mouse TRPC4beta, HEK293 mu-opioid, Fluo-4 calcium | Short transient receptor potential channel 4 (Mus musculus), Q9QUQ5 | DAMGO EC20, Fluo-4 Ca2+ flux; hits give high values | AID 2227, 2009 | 0.42% of 310,000 active | B-score at 10 µM;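 active means B-score of calcium response area above 5 SD of library B-scores, with initial fluorescence ratio within 5 SD of library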;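 further: B-score of integrated fluorescence ratio over time as area under calcium response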
# IEC-6 cytotox: cytotoxicity in IEC-6 intestinal epithelial cells, primary screen, cytotoxicity control for KLF5 inhibitor project, cell-based, luminescence; IEC-6 cytotoxicity, luminescence viability; inhibition, % at 5 µM; 0.78% of 290,000 active; AID 1825, 2009; in the data active means inhibition above about 22%;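 further: 0% = plate median of test compound wells and 100% = cytotoxic reference compound wells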
# HIF act: HIF pathway transcriptional activators, primary screen, cell-based, U2OS HRE-luciferase, luminescence; 0.32% of 300,000 active; activation, % at 7.5 µM (by protocol); U2OS HRE-luciferase reporter; normalized: DMSO 0%, desferrioxamine 100%;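 active means mean activation of at least 10% of the iron chelator positive control signal, with at least half of replicates also reaching 10%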
# TRPC4 inh: inhibitors of mouse TRPC4 channel, primary screen, Fluo4 calcium, HEK293 TRPC4beta/mu-opioid cells | Short transient receptor potential channel 4 (Mus musculus), Q9QUQ5 | AID 2247, 2010 | B-score at 10 µM | DAMGO-evoked Fluo4 calcium flux; hits give low values | 0.39% of 300,000 active;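 active means B-score over 3 SD under the library average, no early fluorescence shift, positive overall ratio signal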
#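 Test system – stable TRPC4beta/mu-opioid receptor HEK293 cells · Probe or stimulus – DAMGO, a submaximal dose followed by a maximal one · Dosing – one concentration per compound · Signal – Fluo4 calcium fluorescence by kinetic imaging, 5 s 1 Hz baseline · Evaluation – per-well B score of integrated baseline-normalized Fluo4 ratio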
# TRPC4 agonist: activators of mouse TRPC4 channel, primary screen, Fluo4 calcium, HEK293 TRPC4beta/mu-opioid cells. Short transient receptor potential channel 4 (Mus musculus), Q9QUQ5. Fluo4 calcium fluorescence; hits give high values. B-score at 10 µM. 0.49% of 310,000 active;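 active means B-score above 5 SD of library B-scores, and initial fluorescence ratio not above library mean plus 5 SD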;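 further: positive B-score marks a calcium rise read as TRPC4 activation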
#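 Assay system: HEK293 stable line with TRPC4beta plus mu-opioid receptor. Times: dye 45 min RT, read 110 s. Measured by: kinetic Fluo4 calcium fluorescence. Measure: B score of integrated ratio. Controls: assay buffer as low control, maximal DAMGO as high control.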
# KLF5 inh: KLF5 expression inhibitors, primary screen, DLD-1 cells, luminescence; DLD-1 KLF5 promoter-luciferase reporter; inhibition, % at 5 µM; 0.23% of 290,000 active;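 active means inhibition above a per-plate limit of that plate's mean compound inhibition plus 3 SD, cut at about 60% in these data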;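 further: 0% = DMSO wells and 100% = LY294002 at 200 µM; higher means less KLF5 promoter-driven luciferase light; inactives centre near -14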
# SKKanGAS inh: S. pyogenes SKKanGAS growth inhibitors in kanamycin, primary screen, streptokinase expression inhibitor project, SKKanGAS strain, BacTiter-Glo luminescence; inhibition, % at 7.5 µM; 1.3% of 300,000 active; AID 1662, 2009; 6 h;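 active means mean replicate score, as percent of positive control median, at least 50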;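 further: strain carries kanamycin resistance gene driven by streptokinase promoter and grows in 40 µg/ml kanamycin; loss of luminescence reflects streptokinase promoter inhibition or plain growth inhibition; 0% = median of DMSO wells and 100% = positive control at its reference dose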
# TRPC6 act: mouse TRPC6 channel activators, primary screen, cell-based, HEK293, membrane potential dye. Short transient receptor potential channel 6 (Mus musculus), Q61143. HEK293-TRPC6 membrane potential dye fluorescence; hits give high values. B-score at 10 µM. 0.13% of 310,000 active. AID 2550, 2010;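 active means B-score of the integrated fluorescence ratio above library mean plus 3 SD, and starting fluorescence ratio within library mean plus 5 SD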;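 further: higher score means more depolarization so channel activation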
# MrgX1 antagonist: antagonists of human MrgX1 receptor, primary screen, HEK293 cells, Fluo-4 calcium flux; Mas-related G-protein coupled receptor member X1 (Homo sapiens), Q96LB2; BAM8-22 antagonism; hits give low values; B-score at 10 µM; 1.3% of 310,000 active;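 active means calcium-response B-score plate-corrected more than 3 library SD below zero, starting fluorescence within 5 deviations, no agonist response on first addition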;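 further: peak minus trough fluorescence over baseline after final BAM8-22 challenge near maximal dose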
# Target sequence (Q96LB2 whole entry, looked up): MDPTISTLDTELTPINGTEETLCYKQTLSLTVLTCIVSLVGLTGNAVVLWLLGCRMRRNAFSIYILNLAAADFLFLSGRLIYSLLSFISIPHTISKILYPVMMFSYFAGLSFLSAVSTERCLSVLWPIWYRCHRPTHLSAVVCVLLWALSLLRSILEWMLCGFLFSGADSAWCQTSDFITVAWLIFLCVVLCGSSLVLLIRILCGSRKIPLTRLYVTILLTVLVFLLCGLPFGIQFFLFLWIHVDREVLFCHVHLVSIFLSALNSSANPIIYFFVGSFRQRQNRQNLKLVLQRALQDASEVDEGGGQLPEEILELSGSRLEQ
# * hit, by the source's call; i = inactive; / = not tested or not shown.
SMILES,TRPC6 inh,aSyn UTR inh,TRPC4 potent,IEC-6 cytotox,HIF act,TRPC4 inh,TRPC4 agonist,KLF5 inh,SKKanGAS inh,TRPC6 act,MrgX1 antagonist
O=C(NCCN1CCOCC1)c1cc(-c2cccs2)on1,i,19,i,-10,0.0,i,i,-55,/,i,i
N=c1c2c(ncn1CCCO)Oc1cc(O)ccc1C2c1ccccc1 (stereo not drawn),i,17,i,-3,-0.4,i,i,-9,9,i,i
COc1ccc(OC)c(NC(=O)C(CC(C)C)NC(=O)C2CCCCC2)c1 (stereo not drawn),i,27,i,9,-0.3,i,i,7,-5,i,i
CCOC(=O)c1ccc(NC(=O)c2nc[nH]c2C(=O)NC)cc1,i,-29,i,/,-0.3,/,i,/,7,i,i
O=C(CCNC(=O)c1ccco1)Nc1ccc(OC(F)F)c(Cl)c1,i,5,i,-1,0.6,i,i,-9,0,i,i
O=C(CNC(=O)c1cccc(F)c1)OCC(=O)N1CCN(C(=O)c2ccco2)CC1,i,-24,i,0,-0.1,i,i,-6,-6,i,i
COC(=O)c1ccc(COc2ccc(/C=N/NC(N)=S)cc2)o1,i,-15,i,-1,0.2,i,i,-2,-8,i,i
CC(C)(C)CN1CCN(Cc2c[nH]c3ccccc23)CC1CCO (stereo not drawn),i,4,i,-1,-1.6,i,i,-8,1,i,i
COc1cc(-n2c(=O)c3ccccc3n(CC(=O)OCc3ccccc3)c2=O)cc(OC)c1OC,i,-2,i,1,0.0,i,i,-16,-2,i,i
Cc1cccnc1NC(=O)c1c(O)c2cccc3c2n(c1=O)CCC3,i,34,i,8,-0.3,i,i,4,-7,i,i
Cn1cc(Cl)c(C(=O)OCC(=O)c2ccccc2)n1,i,-1,i,3,0.2,i,i,-36,3,i,i
Cn1c2ccccc2c(=O)c2c(=O)n(C3CCCCCC3)c(C3CCCCC3)nc21,i,14,i,1,-1.1,i,i,-18,33,i,/
CCc1ccc(-c2csc3ncn(CC(=O)N4CCOCC4)c(=O)c23)cc1,i,14,i,1,-0.1,i,i,2,-8,i,i
Cc1cccc(-n2c(SCC(=O)N3CC(=O)Nc4ccccc43)nc3ccccc3c2=O)c1C,i,4,i,5,-0.1,i,i,3,6,i,i
O=C(CNC(=O)c1ccc(Br)o1)NCC1CCCO1 (stereo not drawn),i,6,i,8,-0.3,i,i,-8,2,i,i
CCc1ccc(OCC2NCCc3cc(OC)c(OC)cc32)cc1 (stereo not drawn),-5.8*,-7,i,-4,-0.2,i,i,-30,-3,i,i
Cc1ccc(S(=O)(=O)NCC(=O)N(CC(=O)NCC2CCCO2)Cc2ccccc2Cl)cc1 (stereo not drawn),i,2,i,0,-0.5,i,i,6,2,i,i
N#CC1=C(N)SC(N)=C(C#N)C1CCC1CCCCC1,i,2,i,8,-0.1,i,i,-23,27,i,-8.8*
CCOc1ccc(C(=O)OCC(=O)N2CCCC2)cc1,i,-36,i,-5,1.4,i,i,-35,-1,i,i
COc1ccc(-c2cn3c(C)c(C(=O)NC(C)C)sc3n2)cc1,i,-78,i,-3,2.1,i,i,-41,-6,i,i
O=C(Nc1ccc(F)cc1)Nc1ccccc1C(=O)NCCN1CCNC1=O,i,15,i,2,0.0,i,i,-12,-12,i,i
COC(=O)[C@@H]1C[C@H]1[C@@H](NC(=O)c1cc(C)on1)c1ccccc1,i,12,i,/,-0.1,i,i,/,-1,i,i
Cc1cc(/C=N/n2cnnc2)c(C)n1-c1ccc(OCc2ccc(Cl)cc2)cc1,i,-37,i,-6,-0.6,i,i,-26,62*,i,i
N#CCc1nn(-c2ccccc2)c2ncnc(N)c12,i,36,i,4,-0.2,i,i,9,-5,i,i

# For convenience, 2 of the compounds above:
SMILES,TRPC6 inh,aSyn UTR inh,TRPC4 potent,IEC-6 cytotox,HIF act,TRPC4 inh,TRPC4 agonist,KLF5 inh,SKKanGAS inh,TRPC6 act,MrgX1 antagonist
Cc1cc(/C=N/n2cnnc2)c(C)n1-c1ccc(OCc2ccc(Cl)cc2)cc1,i,-37,i,-6,-0.6,i,i,-26,62*,i,i
N#CCc1nn(-c2ccccc2)c2ncnc(N)c12,i,36,i,4,-0.2,i,i,9,-5,i,i

# Next results
SMILES,TRPC6 inh,aSyn UTR inh,TRPC4 potent,IEC-6 cytotox,HIF act,TRPC4 inh,TRPC4 agonist,KLF5 inh,SKKanGAS inh,TRPC6 act,MrgX1 antagonist
O=C(Nc1ccc2c(c1)OCO2)c1ccc(Cl)nc1,i,-90,i,5,0.9,i,i,-67,-8,i,i
CCC(C)(C)n1nnnc1CN1CCC(O)(c2cccc(C(F)(F)F)c2)CC1,i,-5,i,5,0.0,i,i,-16,-1,i,i
Cc1ccc(CN2CCSc3ccc(C(=O)NCC4CCCO4)cc32)cc1 (stereo not drawn),i,1,i,3,3.6,i,i,11,0,i,i
CCOc1ccccc1C1CC(c2ccc(F)cc2)Nc2nc(N)nn21 (stereo not drawn),i,-7,i,4,0.0,i,i,9,3,i,i
COc1ccccc1-n1cnc2cc(C(=O)NCC3CCCO3)ccc21 (stereo not drawn),i,9,i,-3,-0.1,i,i,-16,-4,i,i
COc1ccc(N(C(=O)c2cccc([N+](=O)[O-])c2)S(=O)(=O)c2cccs2)cc1,i,1,i,-6,-0.1,i,i,-24,-30,i,i
COc1ccc(NC(=O)CSc2nnc(Cc3cccn3C)n2-c2ccc(OC)cc2)cc1,i,18,i,-6,0.0,i,i,-14,-5,i,i
CCOc1ccc(S(=O)(=O)N2CCCCC2)cc1NC(=O)CN1C(=O)NC(CC)(c2ccccc2)C1=O (stereo not drawn),i,10,i,6,-0.7,i,i,-16,21,i,i
CC1=Nc2cc(C(=O)O)ccc2Sc2ccc(C)cc21,i,-18,i,-8,1.5,i,i,-22,10,i,i
CC(NC(=O)/C(C#N)=C/c1ccc(OCC(=O)O)cc1)c1ccccc1 (stereo not drawn),i,8,i,-3,-13,i,i,-45,1,i,i
CCOc1ccc2c(c1)C(C)=CC(C)(C)N2S(=O)(=O)c1ccc(NC(C)=O)cc1,i,70*,i,92*,1.0,i,i,73*,-8,i,i
COc1ccc(C2=CC(=O)CC(c3ccc(F)cc3)C2)cc1 (stereo not drawn),i,-21,i,/,-0.2,i,i,/,-2,i,i
CC(=O)c1cccc(CN2CCCC(C(=O)Nc3ccc(-c4ccco4)cc3)C2)c1 (stereo not drawn),i,-8,i,-3,-1.1,i,i,-30,17,i,i
O=C(NCCc1ccc(Cl)cc1Cl)c1cncc(Br)c1,i,-12,i,-1,-0.6,i,i,-25,6,i,i
COC(=O)CN1C(CN2CCOCC2)=Nc2ccc(Br)cc2C1c1ccccc1 (stereo not drawn),i,12,i,-7,-0.1,i,i,-5,17,i,i
C=CCc1cccc(CNc2nc3ccccc3n2CCN2CCOCC2)c1O,i,13,i,-3,-0.7,i,i,-6,-6,i,i
COc1ccc(/C=C2\CCc3ccccc3C2=O)cc1Cn1cccn1,i,-8,i,0,0.2,i,i,-49,0,i,i
CCNS(=O)(=O)c1ccc(C(=O)Nc2ccccc2)cc1,i,3,i,-2,0.4,i,i,-9,-2,i,i
O=C(CNC(=O)c1sc2ccccc2c1Cl)Nc1ccccc1F,i,4,i,/,0.2,i,i,/,-5,i,i
C=CCn1c(-c2ccc(OC)c(OC)c2)cs/c1=N\c1ccccn1,i,-11,i,3,0.2,i,i,-49,2,i,i
COc1ccccc1CC(=O)NCc1ccc2c(c1)OCO2,i,-21,i,-6,0.6,i,i,-25,4,i,i
CCCCOc1ccc(/C=c2\sc3ncnn3c2=O)cc1,i,-26,i,3,-3.3,i,i,-8,6,i,i
CC(C)CC(=O)NC(NCC1CCCO1)C(Cl)(Cl)Cl (stereo not drawn),i,-19,i,-1,-0.1,i,i,-14,5,i,i
Nc1ncnc(Nc2cccc(F)c2)n1,i,-38,i,-6,0.2,i,i,-38,6,i,i
O=C(O)c1cc([N+](=O)[O-])ccc1N1CCCCC1,i,10,i,2,-0.7,i,i,-2,-6,i,i
COc1ccccc1Nc1nnc(SCc2cc(=O)n3ccsc3n2)s1,i,10,i,4,0.3,i,i,-4,-7,i,i
COc1ccc(C2=NO[C@H]3C[C@](C(=O)NC(C)C)(S(=O)(=O)c4ccccc4)C[C@@H]23)cc1,i,-26,i,0,-7.9,i,i,-13,-3,i,i
Cc1[nH]c2ccccc2c1C(=O)COC(=O)Cn1c(C)nc2ccccc21,i,-6,i,-1,0.0,i,i,-35,0,i,i
Cc1c(N2C(=O)/C(=C3/C(=O)N(C)c4ccccc43)SC2=S)c(=O)n(-c2ccccc2)n1C,i,-15,i,-2,-1.1,i,i,-10,-4,i,i
O=C(CSCc1ccccc1Cl)NN1C(=O)c2ccccc2C1=O,i,13,i,0,0.0,i,i,-16,-1,i,i
Cc1c(Br)ccc(NC(=O)c2ccccc2[N+](=O)[O-])c1C,i,27,i,0,-0.1,i,i,-13,-3,i,i
COc1cccc2cc(C(=O)C3=C(O)C(=O)N(CCN4CCOCC4)C3c3ccc(C(C)(C)C)cc3)oc12 (stereo not drawn),i,-7,i,-9,0.5,i,i,-12,21,i,i
O=C1CN(C(=O)c2ccc(Cl)nc2)c2ccccc2N1,i,12,i,-1,-0.6,i,i,-31,-5,i,i
Cc1cccn2cc(CCNC(=O)c3ccc(Br)o3)nc12,i,12,i,-5,0.2,i,i,-17,2,i,i
Cc1ccsc1C(=O)C1CCCN(Cc2cccn2-c2ccc(Cl)cn2)C1 (stereo not drawn),-6*,2,i,1,0.0,i,i,-26,1,i,i
O=C(Cn1c(SCC(=O)N2CCc3ccccc32)nc2ccccc21)NC1CCCC1,i,-19,i,-6,0.0,i,i,-30,1,i,i
O=C(c1ccccc1)c1c[nH]c(C(=O)NCCCn2ccnc2)c1,i,13,i,7,0.5,i,i,-15,2,i,i
O=C(Nc1nc(-c2ccccn2)cs1)C1CCCC1,i,-97,i,25*,2.8,i,i,-60,-2,i,i
O=C(NNC(=O)c1ncc(Cl)c(Cl)c1Cl)c1ccc(F)cc1,i,-1,i,2,-4.4,i,i,-12,31,i,i
O=C(NCCc1ccccc1)c1ccccc1[N+](=O)[O-],i,-47,i,-1,1.0,i,i,-13,-2,i,i

# Assay outcomes as filed in PubChem BioAssay.
